Pf gametocyte – inhibitors of late stage P. falciparum gametocyte viability; P. falciparum stage V gametocytes, ATP luminescence, 24 h; AID 743093; 150,000 compounds, 0.065% hits; inhibition, % at 10.9 µM;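 active = inhibition above the mean plus 3 SD of compounds within the control limits, set per campaign, cut at about 38% in these data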;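 note: 0% = DMSO wells and 100% = medium only without gametocytes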
Rab7 wt modul – dog Rab7 wildtype GTP binding, inhibitors and activators | GST-Rab7 beads, fluorescent GTP binding, flow cytometry; actives lie on both sides; untreated = 100%, excess cold GTP = 0% | GTP binding activity (percent of control), % at 10 µM | 190,000 compounds, 0.055% hits | AID 758;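 active = fluorescent GTP binding to Rab7 beads changed by at least 20 points from the 100% baseline, either direction, mostly lower; inconclusive = compound itself probably fluorescent, or too few beads counted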;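 note: median green fluorescence of bound Bodipy-FL-GTP per Rab7 bead population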
Avidin fluor – compound fluoresces at 488/530 nm on avidin beads; compound fluorescence 488/530 nm, flow cytometry; stronger effect = higher value; fluorescence (KMESF) at 10 µM; 220,000 compounds, 0.38% hits; AID 1775; in the data active = fluorescence above about 47; note: inactives centre near 10
Mcl1 Bid PPI – disrupts binding of human Mcl-1 to Bid peptide. Q07820. TR-FRET Mcl-1/Bid-Dy647 peptide binding, 1536-well. inhibition, % at 21.7 µM. 220,000 compounds, 0.97% hits;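 active = compounds that cut the binding signal by more than half at the single screening dose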;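 note: His-tagged Mcl-1 with europium anti-His antibody binding Bid BH3 peptide; 0% = Mcl-1 plus peptide wells and 100% = peptide-only wells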
Target sequence (Q07820 whole entry, looked up): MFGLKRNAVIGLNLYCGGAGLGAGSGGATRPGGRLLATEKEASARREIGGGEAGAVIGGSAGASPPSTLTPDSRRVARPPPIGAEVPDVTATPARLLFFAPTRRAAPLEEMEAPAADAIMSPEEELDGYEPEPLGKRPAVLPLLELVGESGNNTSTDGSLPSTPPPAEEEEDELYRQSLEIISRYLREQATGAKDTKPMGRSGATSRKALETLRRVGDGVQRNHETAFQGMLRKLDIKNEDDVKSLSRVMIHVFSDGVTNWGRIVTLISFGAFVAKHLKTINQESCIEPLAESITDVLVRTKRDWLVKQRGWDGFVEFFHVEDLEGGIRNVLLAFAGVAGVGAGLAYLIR
Bim-Mcl-1 – disrupts Bim peptide binding to human Mcl-1; 190,000 compounds, 0.1% hits; inhibition, % at 10 µM; Bead-based flow cytometry, Bim peptide-Mcl-1 binding; AID 1009; in the data active = inhibition above about 40%;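 note: 0% = no compound tracer wells and 100% = peptide blocker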
Rac1 wt modul – modulators of human Rac1 wildtype GTP binding; GTP binding activity (% of control), % at 10 µM; P63000; 190,000 compounds, 0.27% hits; GST-Rac1 beads, fluorescent GTP binding, flow cytometry; actives lie on both sides; 0 = cold GTP competed, 100 = untreated;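 active = GTP binding activity at least 20 points away from the 100% control level, either lower or higher; inconclusive = compound flagged as likely green fluorescent, judged across all proteins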
HRas wt GTP – modulators of GTP binding to human HRas wildtype | P01112 | GST-Ras wt beads, Bodipy-FL-GTP binding, flow cytometry; actives lie on both sides | GTP binding activity, % at 10 µM | 190,000 compounds, 0.14% hits;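 active = GTP binding activity at least 20% away from the 100% baseline, either lowered as inhibitor or raised as activator; inconclusive = flagged as likely green fluorescent, judged across all proteins in the well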;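 note: 0% = unlabeled GTP competition control and 100% = no-compound control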
Target sequence (P01112 whole entry, looked up): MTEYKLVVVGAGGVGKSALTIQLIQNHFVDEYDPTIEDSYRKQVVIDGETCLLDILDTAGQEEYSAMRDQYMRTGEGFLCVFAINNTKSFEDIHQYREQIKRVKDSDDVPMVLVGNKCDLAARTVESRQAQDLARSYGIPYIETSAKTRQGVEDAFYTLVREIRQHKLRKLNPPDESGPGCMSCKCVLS
Rab2 wt GTP – changes GTP binding to wildtype dog Rab2A, up or down; GST-Rab2 wt beads, Bodipy-GTP binding, flow cytometry; AID 760; 190,000 compounds, 0.19% hits; GTP binding activity, % at 10 µM;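 active = GTP binding activity at least 20 points away from 100%, either lowered or raised; inconclusive = signal likely due to the compound's own green fluorescence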;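 note: 0% = beads with excess unlabeled GTP and 100% = no-compound control corrected for plate trend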
Cdc42 wt – modulators (inhibitors or activators) of GTP binding to human Cdc42 wildtype. AID 761. 190,000 compounds, 0.2% hits. GST-Cdc42 beads, Bodipy-GTP binding, flow cytometry; actives lie on both sides. percent activity (GTP binding), % at 10 µM. P60953;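 active = percent activity GTP binding at least 20 points away from the 100% baseline, either down as inhibitor or up as activator; inconclusive = compound flagged as likely green fluorescent from well-wide comparison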;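 note: median bead fluorescence of bound Bodipy-FL-GTP at 100 nM; 0% = excess unlabeled GTP control and 100% = no compound control; below 100% means less GTP binding so inhibitor and above means activator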
Target sequence (P60953 whole entry, looked up): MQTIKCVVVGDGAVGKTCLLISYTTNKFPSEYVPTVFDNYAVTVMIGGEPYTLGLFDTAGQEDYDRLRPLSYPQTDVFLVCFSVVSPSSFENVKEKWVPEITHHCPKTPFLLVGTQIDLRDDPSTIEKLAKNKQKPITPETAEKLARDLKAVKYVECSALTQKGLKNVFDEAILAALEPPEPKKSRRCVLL
Rac1 act GTP bind – human Rac1 activated mutant GTP binding change; P63000; GST-Rac1 activated beads, fluorescent GTP binding, flow cytometry; actives lie on both sides; 100% means binding = to untreated wells; percent activity (GTP binding), % at 10 µM; 190,000 compounds, 0.11% hits; AID 764;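 active = GTP binding at least 20 percentage points away from the 100% baseline, in either direction, so actives lie on both sides; inconclusive = Compound likely fluorescent itself, or too few beads counted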
Mcl1-Noxa inh – Mcl-1/Noxa interaction inhibition; 220,000 compounds, 1.5% hits; Q07820; inhibition, % at 21.7 µM; TR-FRET Mcl-1/Noxa peptide binding, 2 h;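 active = compounds that cut the protein-peptide binding signal by more than 50% relative to plate controls in a single-dose test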;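 note: His-tagged Mcl-1 with rhodamine Noxa BH3 peptide and terbium anti-His antibody; 0% = Mcl-1 plus Noxa peptide wells and 100% = peptide-only wells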
Numbers without * were called inactive; ? = inconclusive; / = no result given. Rows were taken by chance; 2.7% or so of the library scored in one or more.

no.	SMILES	Pf gametocyte	Rab7 wt modul	Avidin fluor	Mcl1 Bid PPI	Bim-Mcl-1	Rac1 wt modul	HRas wt GTP	Rab2 wt GTP	Cdc42 wt	Rac1 act GTP bind	Mcl1-Noxa inh
1	O=C(N/N=C\c1ccncc1)c1ccccc1O	/	103.0	25	-38.7	-1.0	100.0	100.0	100.0	96.0	95.0	2.7
2	CC(C)CCNC(=O)NC(=O)COC(=O)CCN=C1NS(=O)(=O)c2ccccc21	-6.7	99.0	11	-22.4	-2.0	98.0	95.0	97.0	96.0	98.0	15.2
3	COc1cccc(N(CC(=O)NCC2CCCO2)C(=O)CNS(=O)(=O)c2ccccc2)c1 (configuration not stated)	-3.6	96.0	8	-44.7	0.0	99.0	97.0	97.0	97.0	96.0	3.2
4	CCc1ccc(NC(=O)CSc2nc(O)cc(=O)n2C2CCCC2)cc1	-58.6	95.0	10	-39.0	0.0	97.0	98.0	94.0	97.0	97.0	16.2
5	c1ccn2cc(-c3ccc4c(c3)OCO4)cc2c1	1.3	109.0	9	-43.1	0.0	101.0	101.0	102.0	101.0	96.0	8.7
6	COc1ccc(/C=N/NC(=O)c2cc(-c3ccc(C)cc3C)nc3ccccc23)cc1COC(C)=O	-15.5	99.0	14	-7.0	-3.0	95.0	96.0	99.0	95.0	96.0	3.0
7	CCOC(=O)c1c(C)c(C(=O)N2CCCCCC2)c(C)n1CC	/	96.0	6	-14.8	0.0	98.0	96.0	98.0	97.0	97.0	0.0
8	O=C1C2=C(c3ccccc31)[N+](=O)C1CCCCC1N2[O-] (configuration not stated)	5.8	100.0	8	-15.7	4.0	102.0	99.0	101.0	100.0	100.0	12.5
9	COc1ccc(NC(=O)Cn2nnc(C(=O)NCCc3ccc(OC)c(OC)c3)c2N)cc1	/	105.0	13	0.2	-3.0	102.0	99.0	98.0	102.0	96.0	-7.8
10	O=C(O)CC(SCC(=O)Nc1ccc(Br)cc1)C(=O)O (configuration not stated)	-12.8	96.0	8	0.1	0.0	96.0	95.0	94.0	94.0	91.0	22.4
11	CC1(C)C2CCC1(C)C(OC(=O)CCn1ccnc1)C2 (configuration not stated)	/	98.0	34	-1.3	1.0	105.0	100.0	100.0	101.0	101.0	-14.5
12	CCCN(CCO)Cc1ccc(F)c(Br)c1	/	94.0	9	6.2	1.0	100.0	98.0	96.0	102.0	98.0	21.4
13	Cc1cc(/C=C2/C(=O)NN(c3ccccc3)C2=O)c(C)n1-c1ccc(O)cc1	-22.2	100.0	12	-30.6	-2.0	96.0	96.0	96.0	98.0	96.0	14.3
14	O=C(CCCn1cnc([N+](=O)[O-])n1)Nc1ccc(F)c(Cl)c1	19.1	95.0	23	-8.8	0.0	100.0	98.0	98.0	101.0	98.0	3.9
15	Cc1cc(Cl)c(S(=O)(=O)NC(C)C)cc1OCC(N)=O	-3.0	100.0	13	0.1	-3.0	107.0	103.0	104.0	104.0	102.0	12.2
16	COc1ccc(/C=N/N2CCOCC2)cc1COc1ccc(Cl)cc1	/	94.0	17	-57.4	0.0	102.0	100.0	98.0	99.0	100.0	13.3
17	Cn1nnnc1SC(C(=O)Nc1cccc(C(F)(F)F)c1)c1ccccc1 (configuration not stated)	10.2	103.0	8	-17.3	-2.0	103.0	100.0	100.0	99.0	101.0	7.8
18	Cc1nn(-c2ccccc2)c2c1C(c1ccc(O)c(O)c1)N1C(=N2)C(Nc2ccccc2)=Nc2ccccc21 (configuration not stated)	/	95.0	34	-0.1	3.0	92.0	95.0	94.0	96.0	93.0	38.1
19	COc1ccc(CNC(=O)/C=C/c2ccccc2[N+](=O)[O-])cc1	4.9	103.0	10	-2.0	0.0	98.0	98.0	97.0	96.0	94.0	13.8
20	O=C(COC(=O)Cn1cnc2ccccc21)Nc1cccc([N+](=O)[O-])c1	4.7	97.0	8	-22.8	-2.0	98.0	95.0	95.0	94.0	93.0	17.1
21	O=S(=O)(c1ccccc1)c1cc(O)ccc1O	-5.6	101.0	10	-44.0	-6.0	97.0	98.0	100.0	98.0	93.0	13.1
22	CNc1ccccc1C(=O)OCC(C)=O	/	103.0	16	-0.5	-4.0	105.0	100.0	101.0	104.0	98.0	4.4
23	CC(OC(=O)CCCSc1nc2ccccc2s1)C(=O)NC(N)=O (configuration not stated)	-2.9	105.0	9	8.2	0.0	96.0	97.0	95.0	94.0	94.0	-4.3
24	CC(C)(C)C1=CC(=O)C(N2CCOCC2)=CC1=O	-10.3	101.0	11	-48.2	0.0	105.0	103.0	98.0	103.0	98.0	10.3
25	Cc1ccc(S(=O)(=O)N(C)C)cc1NC(=O)COC(=O)c1n[nH]c(=O)c2ccccc12	3.6	105.0	12	-10.2	-2.0	96.0	97.0	96.0	93.0	94.0	14.2
26	CCOc1cc(NC(=S)NCCCN(C)C)c(OCC)cc1NC(=O)c1cccs1	/	?	11	-42.9	0.0	?	?	?	?	?	11.4
27	C=CCN(CC=C)S(=O)(=O)c1ccc(NC(=S)NC(=O)/C=C/c2ccccc2)cc1	0.5	91.0	19	-39.3	-5.0	98.0	95.0	95.0	95.0	96.0	-0.7
28	O=C(CCN1C(=O)S/C(=C\c2ccccc2)C1=O)Nc1ccc(S(=O)(=O)Nc2nccs2)cc1	/	98.0	13	-84.5	-1.0	101.0	101.0	100.0	102.0	99.0	81.6*
29	NC(=O)C1CCN(c2ncnc3c2c(-c2ccccc2)cn3-c2ccccc2)CC1	/	102.0	7	-6.1	0.0	104.0	100.0	99.0	105.0	102.0	20.6
30	CCOC(=O)/C(=N/Nc1ccccc1)c1csc(Nc2ccccc2)n1	/	96.0	35	23.0	-1.0	103.0	101.0	99.0	103.0	100.0	17.1
31	Cc1nc(C(=O)N(C)C)nn1-c1ccc(Cl)cc1Cl	1.5	101.0	12	-1.6	-4.0	110.0	102.0	100.0	105.0	101.0	-3.4
32	CCc1ccc(NC(=O)Cn2cccc2)cc1	9.2	105.0	11	-23.1	0.0	103.0	99.0	102.0	100.0	96.0	33.5
33	Cc1sc2ncnc(SCC(=O)N3CCCC3=O)c2c1C	/	99.0	8	-38.2	-1.0	111.0	104.0	100.0	104.0	102.0	1.9
34	O=C(OC1CCOC1=O)c1cncc(Br)c1 (configuration not stated)	-4.1	101.0	12	-11.1	-2.0	102.0	102.0	100.0	98.0	99.0	2.0
35	Cc1ccc(S(=O)(=O)N2CCOCC2)cc1NC(=O)COC(=O)CCC(=O)c1cccs1	11.6	96.0	15	-4.8	-1.0	99.0	96.0	98.0	97.0	97.0	-14.5
36	Oc1c(Cl)cc(Cl)cc1/C=C/c1ccc2cccc(O)c2n1	-23.5	92.0	9	-56.3	2.0	91.0	89.0	88.0	85.0	86.0	81.5*
37	COc1ccc(C(=O)NNC(=O)Cc2ccc(Cl)cc2)cc1	25.4	98.0	11	-16.0	-2.0	100.0	98.0	96.0	98.0	94.0	-6.7
38	COc1ccccc1NC(=S)N(Cc1ccco1)Cc1cc2cc(C)cc(C)c2[nH]c1=O	-17.0	100.0	6	-21.0	-12.0	105.0	102.0	102.0	102.0	100.0	9.7
39	NC(=O)CSc1nc(C2CC2)nc2sc3c(c12)CCCC3	-24.0	106.0	9	8.1	3.0	102.0	99.0	96.0	96.0	96.0	1.8
40	CC(=O)N1CCc2ccc(S(=O)(=O)N3CCN(C)CC3)cc21	16.5	96.0	14	-19.1	-2.0	109.0	101.0	100.0	104.0	101.0	0.2
41	CNC(=O)C1CC(=O)N(Cc2ccccc2)C(=Nc2ccc(OC)cc2)S1 (configuration not stated)	/	98.0	26	-6.5	-2.0	99.0	96.0	97.0	96.0	97.0	-11.2
42	CCN(CC(=O)Nc1ccc2c(c1)OCCO2)C(=O)/C=C/c1ccccc1	-17.9	94.0	14	-2.9	1.0	95.0	95.0	96.0	98.0	93.0	-8.4
43	N#CCSc1nnc(-c2cccnc2)n1-c1ccccc1	/	98.0	3	-7.3	-2.0	103.0	98.0	99.0	103.0	99.0	0.0
44	Cc1ccc2c(Cl)cc(Cl)c(OCC(=O)NC3CCS(=O)(=O)C3)c2n1 (configuration not stated)	3.2	106.0	8	-47.6	-4.0	104.0	102.0	103.0	102.0	99.0	-7.3
45	Cc1ccc(C)n1NC(=O)c1ccc(Cl)cc1Cl	/	101.0	16	-41.8	-2.0	107.0	101.0	100.0	105.0	101.0	-12.2
46	CC(=O)N1CCN(S(=O)(=O)c2cccc(C(=O)Nc3ccccc3N3CCOCC3)c2)CC1	-17.7	100.0	6	-5.0	-1.0	93.0	92.0	95.0	93.0	96.0	-19.5
47	Cc1cc(C)c(C#N)c(N2CCSCC2)n1	23.3	102.0	4	-2.3	2.0	105.0	103.0	103.0	106.0	101.0	3.9
48	Cc1ccc(C)c(C(=O)CCC(=O)NCc2ccc(Cl)cc2)c1	-0.6	96.0	30	-9.1	-1.0	100.0	95.0	94.0	94.0	95.0	-3.8
49	COCCNC(=O)/C(C#N)=C\c1ccc(CNS(=O)(=O)c2ccccc2)o1	-1.3	94.0	12	-35.7	-4.0	101.0	97.0	95.0	97.0	96.0	-13.9
50	COCCN1C(=O)C(=O)/C(=C(/O)c2ccc(S(=O)(=O)N3CCOCC3)cc2)C1c1ccc(C(C)C)cc1 (configuration not stated)	/	104.0	11	-49.5	-2.0	103.0	107.0	105.0	107.0	100.0	-0.2

Going on with the list:
no.	SMILES	Pf gametocyte	Rab7 wt modul	Avidin fluor	Mcl1 Bid PPI	Bim-Mcl-1	Rac1 wt modul	HRas wt GTP	Rab2 wt GTP	Cdc42 wt	Rac1 act GTP bind	Mcl1-Noxa inh
51	COc1ccc(CCN2C(=O)c3[nH]nc(-c4ccccc4O)c3C2c2cccc(O)c2)cc1OC (configuration not stated)	/	102.0	13	0.7	0.0	107.0	104.0	102.0	102.0	100.0	23.9
52	COC(=O)Cc1cc(=O)[nH]c(/N=C(\N)Nc2ccc(C)cc2)n1	-20.9	102.0	15	10.2	-3.0	103.0	99.0	101.0	102.0	98.0	13.6
53	O=C(NNc1ccccn1)C(c1ccccc1)c1ccccc1	2.2	105.0	9	-39.6	0.0	100.0	99.0	99.0	100.0	95.0	8.4
54	CCO/C(=C/c1sc2ccc(OC)cc2[n+]1CCCS(=O)(=O)[O-])CC	3.1	101.0	12	-19.8	-4.0	105.0	102.0	103.0	103.0	100.0	7.6
55	Cc1occc1C(=O)Nc1ccc2ccccc2c1	/	101.0	10	-39.1	0.0	95.0	101.0	99.0	102.0	96.0	-13.0
56	O=C(N/N=C/C=C/c1ccc([N+](=O)[O-])cc1)c1cccs1	/	102.0	12	76.1*	3.0	103.0	100.0	103.0	101.0	98.0	62.5*

Bioassay records deposited in PubChem BioAssay by several laboratories.
